# High-throughput results from PubChem BioAssay.
# Hsp90 block: displaces geldanamycin probe from tumor Hsp90; inhibition, % at 30 µM; hit rate 0.35% among 64,000; P07900; NCI-N417 lysate Hsp90, Cy3B-geldanamycin FP displacement; AID 429;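 active = inhibition above 50%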;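 note: 0% = tracer plus lysate wells and 100% = tracer alone without lysate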
# AP complement: alternative pathway complement inhibition, orthogonal assay; inhibition, % at 5 µM; AID 1235; Human serum alternative complement pathway, LPS-coated ELISA, C3 deposition; tested in compound mixtures; hit rate 0.08% among 62,000;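 active = inhibition above 30% in each of the two pooled mixtures holding the compound, so the lower value exceeds 30%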;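 note: 0% = serum in Mg-EGTA without compound and 100% = EDTA serum blank; some compounds past the cut are filed as inactive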
#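 Medium: diluted human serum in Mg2+-EGTA GVB++. Assay system: human serum complement alternative pathway, C3 deposition onto LPS. Also added: Plate-bound LPS. Technique: Anti-C3 ELISA, OD 450 nm. Measure: percent inhibition. Incubation: 1 h at 37 °C. Dosing: 5 µM each compound, pools of ten, 50 µM per pool.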
# D1 mod: allosterically modulates the human D1 dopamine receptor | P21728 | HEK293 D1, CRE-luciferase, dopamine EC30 potentiation; actives deviate in either direction | B-score at 10 µM | hit rate 5.9% among 58,000 | AID 641;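 active = luminescence count or its row- and column-corrected plate score outside the 99.7% band of the plate's sample wells, on either side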
# Target sequence (P21728 whole entry, looked up): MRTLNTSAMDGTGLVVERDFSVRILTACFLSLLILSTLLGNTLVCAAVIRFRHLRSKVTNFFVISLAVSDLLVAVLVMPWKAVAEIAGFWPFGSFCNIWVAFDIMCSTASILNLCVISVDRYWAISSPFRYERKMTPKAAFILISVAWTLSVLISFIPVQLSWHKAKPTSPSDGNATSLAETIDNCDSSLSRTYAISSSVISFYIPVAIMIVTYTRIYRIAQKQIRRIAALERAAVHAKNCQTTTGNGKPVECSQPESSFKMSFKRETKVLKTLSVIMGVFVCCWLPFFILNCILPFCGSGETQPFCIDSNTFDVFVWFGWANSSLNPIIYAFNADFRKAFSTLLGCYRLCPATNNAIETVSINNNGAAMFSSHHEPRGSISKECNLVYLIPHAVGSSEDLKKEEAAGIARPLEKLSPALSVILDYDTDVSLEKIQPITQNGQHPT
# CatB mix inh: human cathepsin B inhibition by mixtures. AID 488. inhibition, %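 (ten-compound pools at 5 µM per compound and 50 µM total)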. P07858. Purified cathepsin B, AMC dipeptide fluorescence, compound mixtures. hit rate 0.06% among 62,000; in the data active = inhibition above about 22%, passing the limit was not always enough;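 note: 0% = enzyme without compound and 100% = no enzyme blank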
# Cdc25B inh: human M-phase inducer phosphatase 2 inhibition; P30305; recombinant Cdc25B, OMFP fluorescence Ex485/Em525; inhibition, %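 (compounds tested at 10 µM final in the well)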; hit rate 0.1% among 65,000; in the data active = inhibition above about 50%
# E coli RNAP: blocks E. coli RNA polymerase transcription | P0A8V2 | fluorescence transcription assay | inhibition, %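 (tested at 10 µM)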 | hit rate 0.2% among 62,000 | AID 559; in the data active = inhibition above about 20%;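 note: 0% = enzyme without compound and 100% = no enzyme blank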
# CatB block: inhibitors of human cathepsin B. AID 453. inhibition, %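 (tested at 10 µM)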. hit rate 0.1% among 63,000. purified cathepsin B, fluorogenic substrate, fluorescence. P07858; in the data active = inhibition above about 21%;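 note: 0% = enzyme with no compound and 100% = no enzyme blank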
# MKP-1 inh: inhibitors of human MKP-1 phosphatase; recombinant MKP-1, OMFP hydrolysis fluorescence; P28562; hit rate 0.15% among 65,000; inhibition, %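 (compounds tested at a single concentration somewhere between 10 and 100 µM)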;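 active = inhibition above about 50%, limit read from the data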;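 note: 0% = DMSO max control wells and 100% = wells with enzyme stopped by NaOH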
# Target sequence (P28562 whole entry, looked up): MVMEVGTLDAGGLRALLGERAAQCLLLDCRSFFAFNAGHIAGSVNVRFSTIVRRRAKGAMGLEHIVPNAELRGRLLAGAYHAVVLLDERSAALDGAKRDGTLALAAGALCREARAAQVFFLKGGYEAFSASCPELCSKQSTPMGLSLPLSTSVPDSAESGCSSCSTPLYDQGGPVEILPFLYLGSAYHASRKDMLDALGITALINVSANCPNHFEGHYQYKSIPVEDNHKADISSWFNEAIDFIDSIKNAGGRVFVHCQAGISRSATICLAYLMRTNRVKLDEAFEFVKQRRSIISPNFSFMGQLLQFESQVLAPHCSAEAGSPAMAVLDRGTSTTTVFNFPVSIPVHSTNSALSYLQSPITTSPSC
# tolC growth inh: E. coli tolC mutant growth inhibition; E. coli BW25113 tolC mutant growth, OD615; growth inhibition, % at 10 µM (by protocol); hit rate 2.2% among 65,000; AID 573;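 active = growth inhibition at or above a cutoff equal to the mean over every tested compound plus 3 SD, cut at about 60% in these data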;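 note: growth measured after 20 h incubation at 37 °C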
#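 signal = optical density read at 615 nm | test system = E. coli ΔtolC::kan strain BW25113 | timing = 20 h compound exposure of bacteria at 37 °C | buffer or medium = LB medium plus 50 µg/mL kanamycin | compound dosing = 10 µM final, single dose | evaluation = % inhibition of E. coli growth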
# Active calls of the source: *; . = not tested or not shown.
# Each structure is followed by: Hsp90 block, AP complement, D1 mod, CatB mix inh, Cdc25B inh, E coli RNAP, CatB block, MKP-1 inh, tolC growth inh
1. COc1ccc(OCC(=O)Nc2ccc(S(=O)(=O)N3CCOCC3)cc2)cc1
    -1.2, 15.1, -0.665, -2.9, -10.6, 4.0, 1.1, -8.3, -13.8
2. Cc1ccc(SC(C)C(=O)NCC(C)C)cc1 (stereo not drawn)
    -3.9, 16.3, -0.356, 6.0, 2.7, 4.8, 4.3, 7.8, 2.5
3. Cc1noc(C)c1COC(=O)CCc1ccc(S(=O)(=O)N2CCCCC2)cc1
    -1.4, 10.0, -0.0547, -4.5, -34.8, 0.7, 0.8, 1.1, 7.9
4. CCOC(=O)CCP(=O)(O)C(O)c1ccc(OC)cc1 (stereo not drawn)
    -1.1, 1.3, -0.601, 1.2, -9.9, 8.3, 0.9, 28.1, -19.7
5. Cc1cccc(Cn2cnc3c(nnn3Cc3ccc(Cl)cc3)c2=O)c1
    -3.6, 11.1, -1.3, 2.0, 0.7, 2.9, -0.4, 2.0, 11.0
6. Fc1ccc(C2CC(c3ccc(F)cc3)n3ncnc3N2)cc1 (stereo not drawn)
    2.5, 0.2, ., -7.2, 4.5, 2.0, 15.2, 24.4, 16.8
7. Cc1cc(N2CCC(C(=O)NCC3CC3)CC2)nc(-c2ccccc2)n1
    -3.3, 29.3, ., 7.7, -7.3, 4.5, 0.0, 25.4, 2.8
8. CC(C)[C@H](NC(=O)C1(c2ccccc2)CCN(C(=O)OC(C)(C)C)CC1)C(=O)O
    -1.0, 11.1, -0.0102, -6.7, -1.4, -3.7, 0.7, 6.6, -23.6
9. Cc1cccc(N=c2oc3cc(O)ccc3cc2C(N)=O)c1
    -5.1, 13.9, -1.03, -5.4, -2.1, -4.3, -5.0, 12.8, 97.5*
10. Nc1nc(-c2ccco2)nn1C(=O)c1cccnc1
    -2.2, 20.3, 0.114, -5.0, 1.4, 6.5, 3.2, -4.3, -7.8
11. C=CCc1cccc(/C=N/c2ncn[nH]2)c1O
    -1.8, ., ., ., -5.6, ., -2.5, -20.4, 7.7
12. CCOC(=O)C(C)Oc1ccccc1C1NC(=O)NC(C)=C1C(=O)Nc1ccc(C)c(C)c1 (stereo not drawn)
    -5.9, 6.0, -0.234, 3.1, -7.0, 8.9, -0.1, 5.8, 22.8
13. CC12C(=O)N(c3ccccc3C(=O)O)C(=O)C1C1C=CC2C1 (stereo not drawn)
    -1.2, 8.2, 0.807, 2.6, -6.0, 0.4, 2.6, -5.5, -12.6
14. COc1cc(C)nc(Oc2ccc(=O)n(C)n2)n1
    -4.9, ., ., ., -26.6, 13.9, 3.4, -16.4, -0.1
15. COc1ccc(C2=CC(c3sccc3C)n3nnnc3N2)cc1 (stereo not drawn)
    4.0, 1.7, 0.161, 2.0, 8.5, -1.4, -1.9, 3.3, 13.1
16. Cc1c(OCc2nn[nH]n2)ccc2c(-c3ccccc3)cc(=O)oc12
    -3.0, 8.5, ., 2.1, -2.9, 11.3, 4.6, -6.4, 22.1
17. CCSc1nnc(N(CCC(=O)O)CCC(=O)O)s1
    -2.3, ., 0.465, ., -21.3, 7.8, 1.8, -17.3, -0.6
18. CCOc1ccc(N(CC(=O)Nc2ccc(OC)cc2)S(C)(=O)=O)cc1
    6.3, -11.3, 0.838, 4.7, 0.1, 6.7, -5.4, -18.1, -7.4
19. O=C(CSc1nc(-c2ccco2)cc(C(F)(F)F)n1)N1CCCc2ccccc21
    -3.1, 9.2, 0.417, 2.7, -2.5, 4.9, 0.0, -7.1, 0.3
20. CCOCCCNC(=O)C(NC(=O)C1CCC(=O)N1)c1ccc(C)cc1 (stereo not drawn)
    ., 2.4, 0.0172, -2.0, -6.3, 6.9, 0.1, 10.8, -8.4
21. CCC(C)NS(=O)(=O)c1ccc(S(=O)(=O)Nc2cc3c(cc2C(C)=O)OCO3)cc1 (stereo not drawn)
    -1.8, -5.9, -0.72, 2.9, -4.5, 8.0, 4.0, 4.3, -9.2
22. O=C(NCc1cccnc1)C1CC(=O)N(C2CCCCC2)C1 (stereo not drawn)
    -7.2, 5.0, -0.179, 4.3, -9.8, 4.1, 7.2, -7.0, -9.3
23. O=C(CCN1C(=O)c2ccccc2C1=O)N1CCN(c2ccccc2)CC1
    -4.5, 8.1, -0.305, -1.0, -1.7, 0.4, 3.6, 4.8, -7.5
24. O=C(Cn1nnc(-c2ccc(N3CCOCC3)cc2)n1)OC1CCCCC1
    -1.4, 2.2, -0.233, 2.7, 0.1, 2.8, 0.4, 10.4, 9.3
25. Cc1cccc(N2CCN(c3cccc(C)c3)C2c2cccnc2)c1
    1.7, 16.0, 0.216, 2.5, -8.8, 9.8, 4.3, -5.1, 43.0
26. CCc1cc2c(=O)c(-c3cscn3)coc2cc1O
    -2.9, 7.8, -0.501, -0.8, -5.9, 1.3, 1.7, -9.3, 3.8
27. Cn1ccnc1SCc1cn2cc(Br)ccc2n1
    ., -1.4, -4.67*, 1.9, -13.7, 11.9, 0.1, 22.0, -15.0
28. CC1CCCC(C)N1C(=O)COC(=O)c1ccc2c(c1)OCO2 (stereo not drawn)
    -0.1, 0.6, -2.76, 1.7, -10.1, 5.4, 2.4, 3.1, 1.6
29. N#Cc1c(N)nc2c(c1-c1ccncc1)CCCCC2
    -1.6, 10.0, 2.9, 7.7, 5.0, 5.3, 1.6, -13.0, -11.3
30. COc1ccc(N2C(=O)c3ccccc3NC23CCCCC3)cc1
    -6.2, 2.4, -0.443, 3.9, -19.5, 5.3, 3.0, 4.9, -8.8
31. CCOc1ncccc1C(=O)OCC(=O)c1c(N)n(C)c(=O)n(C)c1=O
    ., 14.0, 1.25, 1.0, -4.0, 5.2, 2.9, 6.5, -7.7
32. Cc1cc(C(=O)CSc2nc(N)cc(N)n2)c(C)n1CCc1ccc(F)cc1
    3.2, 5.2, ., 2.1, -8.7, 7.4, -1.9, 29.5, 14.3
33. CC1Oc2ccccc2N(CC(=O)NCc2cccs2)C1=O (stereo not drawn)
    -11.6, 10.5, ., 7.3, 3.9, 6.3, 2.3, 3.2, -19.2
34. COC(=O)/C=C1\NCCSC1=O
    -3.5, -1.6, 0.0755, -0.5, 3.8, 3.4, 0.3, 13.7, -31.3
35. O=C(Nc1nc2c(s1)CCCC2)Oc1ccccc1
    1.9, 12.5, 1.39, 0.3, -4.8, 4.3, 4.1, 7.9, 10.4
36. Cc1cccc(OCc2nnc(SCn3nnc4ccccc4c3=O)o2)c1
    -1.9, 4.3, -0.294, -0.5, -17.0, 1.9, 3.0, 6.7, 35.8
37. Cc1cc(-n2c(=O)c(C#N)cc3c(=O)n4ccccc4nc32)no1
    -5.8, 12.8, -0.306, -15.7, 6.0, -38.2, -24.8, 24.3, -19.9
38. O=C(Nc1nccs1)c1ccc2nccnc2c1
    -3.0, 5.2, -0.506, 1.8, 0.0, 1.2, -2.7, 9.4, 9.9
39. CCOc1ccccc1C(=O)Nc1cc(Cl)ccc1O
    4.9, 5.5, ., -1.7, -9.3, 8.6, 1.8, -2.4, 100.0*
40. O=C(c1ccc2c(=O)n(Cc3ccco3)c(=S)[nH]c2c1)N1CCN(c2ccccc2)CC1
    0.2, 2.5, -0.495, 2.3, 9.2, 2.6, 0.0, 10.0, -0.1

# Structural class: the entries above containing an aryl methoxy group
# Each structure is followed by: Hsp90 block, AP complement, D1 mod, CatB mix inh, Cdc25B inh, E coli RNAP, CatB block, MKP-1 inh, tolC growth inh
1. COc1ccc(OCC(=O)Nc2ccc(S(=O)(=O)N3CCOCC3)cc2)cc1
    -1.2, 15.1, -0.665, -2.9, -10.6, 4.0, 1.1, -8.3, -13.8
4. CCOC(=O)CCP(=O)(O)C(O)c1ccc(OC)cc1 (stereo not drawn)
    -1.1, 1.3, -0.601, 1.2, -9.9, 8.3, 0.9, 28.1, -19.7
14. COc1cc(C)nc(Oc2ccc(=O)n(C)n2)n1
    -4.9, ., ., ., -26.6, 13.9, 3.4, -16.4, -0.1
15. COc1ccc(C2=CC(c3sccc3C)n3nnnc3N2)cc1 (stereo not drawn)
    4.0, 1.7, 0.161, 2.0, 8.5, -1.4, -1.9, 3.3, 13.1
18. CCOc1ccc(N(CC(=O)Nc2ccc(OC)cc2)S(C)(=O)=O)cc1
    6.3, -11.3, 0.838, 4.7, 0.1, 6.7, -5.4, -18.1, -7.4
30. COc1ccc(N2C(=O)c3ccccc3NC23CCCCC3)cc1
    -6.2, 2.4, -0.443, 3.9, -19.5, 5.3, 3.0, 4.9, -8.8
